# GBA enhancer – enhancers of human beta-glucosidase activity in Gaucher fibroblasts; activation, % at 10 µM; P04062; AID 784; hit rate 0.44% among 30,000; L444P Gaucher fibroblasts, 4-MU-glucoside fluorescence, 3 days; in the data active means activation above about 65%;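 further: 0% = vehicle wells and 100% = positive control wells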
# Target sequence (P04062 whole entry L483P): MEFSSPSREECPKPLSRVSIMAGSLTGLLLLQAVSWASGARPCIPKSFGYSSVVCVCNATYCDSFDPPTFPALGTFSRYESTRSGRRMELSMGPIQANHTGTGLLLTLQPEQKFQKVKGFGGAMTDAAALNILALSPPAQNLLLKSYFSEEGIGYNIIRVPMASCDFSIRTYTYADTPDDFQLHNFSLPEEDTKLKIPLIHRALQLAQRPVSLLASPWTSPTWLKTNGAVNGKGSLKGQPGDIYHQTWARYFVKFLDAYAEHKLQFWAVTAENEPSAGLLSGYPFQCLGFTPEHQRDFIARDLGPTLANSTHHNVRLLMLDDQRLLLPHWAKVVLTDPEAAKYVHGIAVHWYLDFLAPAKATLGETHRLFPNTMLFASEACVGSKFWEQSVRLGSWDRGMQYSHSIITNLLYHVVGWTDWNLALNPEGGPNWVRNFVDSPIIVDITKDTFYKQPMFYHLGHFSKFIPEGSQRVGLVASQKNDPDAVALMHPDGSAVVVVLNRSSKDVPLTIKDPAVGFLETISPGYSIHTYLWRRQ
# Starred values were filed as active, the others as inactive. The list is partial. The share of hits here may be higher or lower than overall.
Compound,GBA enhancer
COC(=O)c1c(-c2ccccc2)csc1NC(=O)c1ccco1,30.2
c1coc(CNc2ncnc3c2oc2ccccc23)c1,13.8
O=C(O)c1ccc(CN2C(=O)CSC2=S)cc1,-2.2
CCOC(=O)C1=C(C)NC(=O)NC1c1ccc2c(c1)OCCO2 (stereo unspecified),-21.6
COC(=O)c1ccc(O)c(Sc2cc(C(=O)OC)ccc2O)c1,-4.1
O=C(CSc1nc(Nc2ccccc2)nc(N2CCOCC2)n1)Nc1ccc2c(c1)OCCO2,53.2
CCn1c(=O)n(CC)c2cc(S(=O)(=O)Nc3ccccc3C)c(C)cc21,-20.7
COc1ccc(-c2ccc(=O)n(Cc3cc(=O)n4ccccc4n3)n2)cc1,1.4

# The list goes on.
Compound,GBA enhancer
CCOc1ccccc1NS(=O)(=O)c1cccs1,-9.2
CC(=O)Nc1ccc(S(=O)(=O)N2CCCc3ccccc32)cc1,-11.4
Cc1cc(C)n(C(=O)c2cc3sccc3[nH]2)n1,16.6
COc1cc2cc3c(N)c(C(=O)NCc4ccco4)sc3nc2cc1OC,-13.7
Cc1ccc(C2C(C(=O)c3sc(C)nc3C)=C(O)C(=O)N2CCN(C)C)o1 (stereo unspecified),-1.2
Cc1cccn2c(N)c(-c3ccccc3)nc12,-8.5
Cc1ccc2cc(CN(CC3CCCO3)S(=O)(=O)c3c(C)ccc4nsnc34)c(=O)[nH]c2c1 (stereo unspecified),-39.0
COc1ccc(Br)cc1S(=O)(=O)N1CC(C)OC(C)C1 (stereo unspecified),2.0

# New compounds follow
Compound,GBA enhancer
Cc1ccc(-c2nnn(CC(=O)NCCc3ccc4c(c3)OCO4)n2)o1,-11.5
O=C(Nc1nc(-c2cccs2)cs1)c1cccc(S(=O)(=O)N2CCCCCC2)c1,-6.1
COc1ccc(Br)c(C(=O)Nn2c(C)nc3ccccc3c2=O)c1,0.1
CCCc1[nH]nc2c1C(c1ccccc1OC)C(C#N)=C(N)O2 (stereo unspecified),-3.0
c1ccn2c(c1)nc1c2nc2ccccn21,-35.0
Cc1nc2nc[nH]n2c(=O)c1NS(C)(=O)=O,50.6
Cc1c(C(=O)NCCN2CCOCC2)sc2nc(-c3ccc(F)cc3)cn12,23.3
O=C(NCc1ccccc1)c1noc2c1CCCCC2,-15.8

# More records follow.
Compound,GBA enhancer
O=C(COc1ccc(OCc2ccccc2)cc1)NC1CCOC1=O (stereo unspecified),-11.2
COc1ccc(-c2nc(C#N)c(N3CCCCCC3)o2)cc1OC,-14.0
Cc1ccc(NC(=O)CS(=O)CC(=O)N(c2ccccc2)C(C)C(=O)NC2CCCC2)cc1 (stereo unspecified),0.4
Cc1nnc(C)n1/N=C/c1ccc(C(C)C)cc1,-16.3
CCCc1nc2oc3c(N4CCNCC4)ncnc3c2c2c1CCCC2,-41.0
COc1ccccc1NC(=O)CC1C(=O)Nc2c1c(=O)n(C)c(=O)n2C (stereo unspecified),-11.6
CCCOc1ccc(C2C(C(=O)OC)=C(C)N=C3SCCC(=O)N32)cc1OCC (stereo unspecified),-18.6
CCOC(=O)c1cnc(SCC(=O)N2CCc3ccccc32)nc1N,-23.5

# Later entries
Compound,GBA enhancer
CCCN(CCC)CCSc1nc(O)c(C(C)C)c(=O)[nH]1,-18.4
Cc1c(C(=O)O)[nH]c2c1C(=O)CC(c1ccc(Cl)cc1)C2 (stereo unspecified),-9.8
CN(CC(=O)Nc1ccc(F)c(Cl)c1)S(=O)(=O)c1cccc2nsnc12,-28.0
Cc1onc(-c2ccccc2)c1C(=O)NCC1CCCO1 (stereo unspecified),-4.9
CC(=O)Nc1ccc(S(=O)(=O)Nc2cc(C)c(-n3nc4ccccc4n3)cc2O)cc1,-22.6
Cc1nnc(SCC(=O)Nc2sccc2C(N)=O)n1Cc1ccccc1,-4.2
Cc1cccc(C)c1NC(=O)CCCSc1nnnn1C,11.5
COc1cc(NC(=O)C2CCN(S(=O)(=O)c3cccc4nonc34)CC2)cc(OC)c1,-8.6

# More compounds follow:
Compound,GBA enhancer
COc1ccc(C)cc1S(=O)(=O)N(C)CC(=O)Nc1ccc2c(c1)OCO2,-1.9
Cc1ccc(C(=O)CSc2nc3ccccc3c(=O)n2N)o1,-3.1
CCCCN(CC)CCNc1c(N2CCN(C(=O)OCC)CC2)c(=O)c1=O,-16.5
CCC1S/C(=C(\C#N)C(=O)NCc2ccco2)N(c2ccc(Br)cc2)C1=O (stereo unspecified),-2.8
COc1cc(CNc2ccc3[nH]c(=O)[nH]c3c2)ccc1OCC(=O)NC(C)(C)C,-35.6
O=C(NCc1cccs1)c1ccc(Cl)s1,-41.5
CC1=C(C(=O)NCCN2CCN(C)CC2)C2(CCC(C)CC2)OC1=O (stereo unspecified),-10.2
CCCn1nnc(NC(=O)c2cc3ccccc3o2)n1,-0.4

# Carrying on:
Compound,GBA enhancer
O=C(Cn1cnc2ccccc2c1=O)NCCC(=O)N1CCN(Cc2ccccc2)CC1,-19.9
CCCCOC(=O)C1=C(C)Nc2nnnn2C1c1ccc(OC)c(OC)c1OC (stereo unspecified),-14.9
CC(C)C(NC(=O)CC12CC3CC(CC(C3)C1)C2)C(=O)O (stereo unspecified),-9.3
COc1ccccc1NC(=O)C1=C(C)NC(SCC(=O)c2ccccc2)=C(C#N)C1c1ccco1 (stereo unspecified),10.5
CCN(CC)S(=O)(=O)c1ccc(C(=O)NCCc2cc3c(OC)ccc(OC)c3[nH]c2=O)cc1,-28.4
c1ccc2c(c1)NC1(CCCCC1)n1c-2nc2ccccc21,11.6
Cc1ccc(S(=O)(=O)NCCN(CCNS(=O)(=O)c2ccc(C)cc2)S(C)(=O)=O)cc1,-13.8
O=C1C=C(O)CC(c2ccc(Cl)cc2)C1 (stereo unspecified),-6.0

# Next section
Compound,GBA enhancer
CCc1nc(N)c(C#N)c(-c2cccnc2)c1C,-5.7
Cc1ccc2c(c1)N(CCC(=O)NC1CC1)C(=O)C(C)O2 (stereo unspecified),-12.5
CC(C)(C)c1ccc2c(c1)N(CC(=O)O)C(=O)CO2,-13.5
O=C(OCc1ccccc1)Oc1cncc(C(=O)O)c1,29.8
CSc1nsc(SCCN2C(=O)c3ccccc3C2=O)n1,-24.2
Cc1cccc(S(=O)(=O)Nc2cccc(-c3cn4ccsc4n3)c2)c1,-10.9
CC(=O)N1CCc2cc(Br)cc(S(=O)(=O)N3CCN(C(=O)c4ccco4)CC3)c21,-8.6
N#CCC(=O)Nc1ncn(Cc2ccccc2Cl)n1,-34.0

# Two compounds drawn at random from those above, as already listed:
Compound,GBA enhancer
CCCN(CCC)CCSc1nc(O)c(C(C)C)c(=O)[nH]1,-18.4
Cc1nnc(SCC(=O)Nc2sccc2C(N)=O)n1Cc1ccccc1,-4.2

# (more compounds)
Compound,GBA enhancer
COc1ccc(-c2cc3ccccc3n2CC(O)Cn2nc(C)cc2C)cc1 (stereo unspecified),-66.9
COc1cccc(NC(=O)c2ccccc2SC)c1,0.1
OC(COCc1ccccc1)CN1CCN(c2ccccc2F)CC1 (stereo unspecified),-14.4
COc1ccc(CCNS(=O)(=O)c2ccc3c(c2)CCN3C(=O)CCC(=O)O)cc1OC,-10.2
O=C(NC1CCCCC1)NC1CC2CCC(C1)N2C(=O)NCc1ccccc1 (stereo unspecified),-36.1
Nc1c(-c2ccccc2)n[nH]c1-c1ccccc1,-4.4
CCCS(=O)(=O)N1CCCC(C(=O)NCCCN(Cc2ccccc2)C(C)C)C1 (stereo unspecified),-2.0
CC(=O)Nc1ccc(S(=O)(=O)N2CCN(c3cc(C)nc4ccccc34)CC2)cc1,-31.1

# Next section
Compound,GBA enhancer
CCC(=O)Nc1ccc(NC(=O)c2cccc(OC)c2)nc1,-0.6
CNC(=O)N(O)C1N(C)C(=O)N(CC(=O)OC)C1(C)C (stereo unspecified),-4.5
COc1ccc(C(=O)NCCNC(C)=O)cc1S(=O)(=O)NCc1ccc(Cl)cc1,-1.3
COc1cc(-c2nc(Cc3c(F)cccc3Cl)no2)cc(OC)c1OC,-1.9
O=C(NCC1CCCCC1)C1CCCN(C(=O)NC2CCCCC2)C1 (stereo unspecified),10.5
C=CCOC(=O)C1=C(C)Nc2nnnn2C1c1cccc(OC)c1OC (stereo unspecified),-25.7
O=C1c2ccccc2S(=O)(=O)N1CC(O)COc1ccc(Br)cc1 (stereo unspecified),5.7
O=S(=O)(c1cccc2c(S(=O)(=O)N3CCCC3)cccc12)N1CCCC1,-0.6

# Further results:
Compound,GBA enhancer
O=C(c1ccc2c(c1)OCCO2)C1CCN(S(=O)(=O)c2cccc(F)c2)CC1,-36.3
CCOc1ccc(/C(O)=C2/C(=O)C(=O)N(CCOCCO)C2c2ccc(F)cc2)cc1 (stereo unspecified),-22.1
N#Cc1c(NC(=O)Cn2cnc3ccccc3c2=O)oc(-c2ccccc2)c1-c1ccccc1,-5.8
O=C(CSc1nc2ncccc2[nH]1)NCc1ccccc1,0.2
CCNC(=O)N1C(=O)C2(OCCO2)c2ccccc21,3.7
O=C(O)CCCCCN=C1CCc2ccccc2N1,-38.7
CN(C)/C=C1\N=C(c2ccc3c(c2)OCO3)OC1=O,-10.2
COCCN1CCN(c2c(C)c(C)nc3cc(-c4cccc(OC)c4)nn23)CC1,-27.4

# Taken from above:
# GBA enhancer with N#Cc1c(NC(=O)Cn2cnc3ccccc3c2=O)oc(-c2ccccc2)c1-c1ccccc1 → -5.8
# GBA enhancer with COCCN1CCN(c2c(C)c(C)nc3cc(-c4cccc(OC)c4)nn23)CC1 → -27.4
# GBA enhancer with O=C(O)CCCCCN=C1CCc2ccccc2N1 → -38.7

# Next part
Structure,GBA enhancer
CSc1ccccc1C(=O)NC1CC2CCC1C2 (stereo unspecified),-41.9
O=C(Nc1nnc(-c2ccccc2)o1)NC1CCCCC1,33.2
O=C(Nc1ccc2c(c1)OCO2)C1CCN(c2ccc(S(=O)(=O)N3CCOCC3)cc2)CC1,-6.6
O=C(c1cccc(S(=O)(=O)N2CCOCC2)c1)N1CCCc2ccccc21,-13.3
COc1ccc2nc(SCC(=O)Nc3ccc(S(=O)(=O)Nc4onc(C)c4C)cc3)[nH]c2c1,-18.5
Cc1ccc(Nc2nc(N)nc(CN3CCN(Cc4ccc5c(c4)OCO5)CC3)n2)cc1,-14.3
Nc1ccccc1-c1nnc(SCc2ccccc2F)[nH]c1=O,1.8
FC(F)Oc1ccc(-c2csc(Cc3nnc4n3CCCCC4)n2)cc1,-8.5

# (next part)
Structure,GBA enhancer
N#Cc1ccc(OCC(=O)NCCc2ccc(S(N)(=O)=O)cc2)cc1,-15.6
COC(=O)C1(CCSC)NC(c2ccc(O)cc2)C2C(=O)N(c3ccc4c(c3)OCCO4)C(=O)C21 (stereo unspecified),-21.9
O=C(Nc1ccc2oc(-c3ccccc3)nc2c1)c1cccnc1,-15.7
Cc1ccc(OCCN2C(=O)c3ccccc3C2=O)c(C)c1,-10.3
CCOC(=O)N1CCN(S(=O)(=O)c2ccc3c(c2)SCC(=O)N3)CC1,-9.9
Cc1ccc(C(=O)COc2cccc(NC(=O)c3ccco3)c2)cc1,5.7
O=C(CN1C(=O)NC2(CCCC2)C1=O)Nc1cccc(-c2nnc3n2CCCCC3)c1,-13.8
Cn1c(SCC(=O)N2CCN(c3ccccc3)CC2)nnc1-c1c[nH]c2ccccc12,-7.8

# The listing continues:
Structure,GBA enhancer
Nc1cnn(C2CCCO2)c(=O)n1 (stereo unspecified),0.0
O=c1ccc(=O)n2n1CC(O)C2,-7.8
CCOC(=O)c1ccc(N2C(=O)CC(NC3CCN(C(=O)c4cccc(Cl)c4)CC3)C2=O)cc1 (stereo unspecified),30.3
CCCn1c(-c2ccc(F)cc2)n[nH]c1=S,4.8
O=C(NCCCN1CCOCC1)c1cc(-c2ccc(Br)cc2)on1,15.2
CCC(=O)N1CCc2cc(S(=O)(=O)NC(Cc3ccccc3)C(=O)NC3CCCC3)ccc21 (stereo unspecified),-9.8
COc1ccc(OC)c(C(=O)CC2OC(=O)c3ccccc32)c1 (stereo unspecified),12.4
COc1cc(CSc2nnnn2-c2ccc(C)cc2)cc(OC)c1OC,-10.6

# Another view of 4 compounds above:
CN(C)/C=C1\N=C(c2ccc3c(c2)OCO3)OC1=O
  GBA enhancer: -10.2
COCCN1CCN(c2c(C)c(C)nc3cc(-c4cccc(OC)c4)nn23)CC1
  GBA enhancer: -27.4
CSc1ccccc1C(=O)NC1CC2CCC1C2 (stereo unspecified)
  GBA enhancer: -41.9
O=C(Nc1nnc(-c2ccccc2)o1)NC1CCCCC1
  GBA enhancer: 33.2

# Additional compounds:
Structure,GBA enhancer
O=C(NCCCN1CCOCC1)C1CC(=O)N(C2CCCCC2)C1 (stereo unspecified),10.1
CC1CCCC(C)N1CCNC(=O)C1CCN(S(=O)(=O)N2CCCCC2)CC1 (stereo unspecified),19.0
O=C(Nc1cccnc1)c1coc(=O)c2ccccc12,-1.1
COc1ccc2c(c1)cc1n2CCN=C1N,2.6
Cc1nc(N2CCN(c3ncccn3)CC2)c2oc3ccccc3c2n1,-11.3
O=C(CSc1ccc2c(c1)OCCO2)NC(=O)NC1CCCC1,-46.6
Cc1cc(C)c(C#N)c(SCS(=O)Cc2ccc(Cl)cc2)n1 (stereo unspecified),-27.5
O=C(OCC(=O)N1CCCC1)c1cncc(Br)c1,0.0

# (continued)
Structure,GBA enhancer
CCCc1[nH]nc2c1C(c1ccccc1OCC)C(C#N)=C(N)O2 (stereo unspecified),-11.2
CCc1nc(SCC(=O)Nc2ccnc3ccccc23)n[nH]1,-36.3
CCOC(=O)c1c(C)c(C(=O)Nc2ccc3c(c2)OCCO3)c(C)n1CC,9.8
COc1ccc(CN2CC(C(=O)NCCN3CCOCC3)CC2=O)cc1 (stereo unspecified),1.8
O=S(=O)(c1cccs1)N1CCN(Cc2nc3ccccc3s2)CC1,-8.6
COc1ccccc1N1CCN(CC(=O)Nc2ccc(CN3CCCCC3)cc2)CC1,1.4
CCOC(=O)C1Cn2c(nc3c(c2=O)C(C)(CC)Cc2ccccc2-3)S1 (stereo unspecified),8.4
CCOC(=O)N1CCN(C(=O)CN(c2ccc(Oc3ccccc3)cc2)S(C)(=O)=O)CC1,-22.9
COc1ccc(CCNC(=O)CSc2nnc(CNc3ccc(Cl)cc3)o2)cc1OC,-39.2
COc1cc(C)c(-c2cc(C(=O)O)c(C)o2)cc1C(C)C,-4.2
CCS(=O)(=O)N1CCN(C2CCC(c3ccccc3)CC2)CC1 (stereo unspecified),14.4

# Some of these compounds in order of molar mass, ascending.
Structure,GBA enhancer
Nc1c(-c2ccccc2)n[nH]c1-c1ccccc1,-4.4
O=C(O)CCCCCN=C1CCc2ccccc2N1,-38.7
CCS(=O)(=O)N1CCN(C2CCC(c3ccccc3)CC2)CC1 (stereo unspecified),14.4

# Screening data from PubChem.
